Compound activity from PubChem BioAssay.
TDP43 rescue – rescues yeast growth from TDP-43 toxicity; AID 652104; hit rate 1.8% among 410,000; Potency, µM (series often up to 46.1 µM), inactives show at the highest dose growth rescue (activation), actives largely listed as activators; TDP-43 expressing yeast growth rescue, BacTiter-Glo, 24 h; also: potency is read from the fitted curve at half-maximal effect; % of control where 0% means no effect; nearly all actives have a fitted effect of over 50% in size
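Yeast expressing TDP-43 (pregrown in raffinose, seeded at OD600=0.02 in galactose medium) exposed to compounds 24 hr at 30 deg C. Growth read by BacTiter-Glo luminescence; rescue of toxicity appears as increased signal.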
aSyn yeast inh – alpha-synuclein toxicity inhibition in yeast; Yeast expressing alpha-synuclein, growth rescue, BacTiter-Glo, 24 h; Potency, µM (top dose mostly 46.1 µM), inactives show at the highest dose growth rescue (activation), actives largely listed as activators; hit rate 0.14% among 370,000; AID 652106; also: potency is read from the fitted curve at half-maximal effect; % of control where 0% means no effect; nearly all actives have a fitted effect of over 65% in size
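Rescue of yeast growth: cells expressing toxic alpha-synuclein, induced in galactose at OD600 0.02, incubated with compound 24 h at 30 C. ATP luminescence quantified growth; inhibitors of toxicity appear as activators.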
DRD3 agonist – D3 dopamine receptor (human) agonism. max activation, %. P35462. hit rate 0.58% among 410,000. D3R DiscoveRx beta-arrestin cells, luminescence, 90 min. AID 652048; in the data active = max activation above about 30%; also: 0% is about no effect; mostly tested at two doses, the higher about 12 µM
Target sequence (P35462 whole entry, looked up): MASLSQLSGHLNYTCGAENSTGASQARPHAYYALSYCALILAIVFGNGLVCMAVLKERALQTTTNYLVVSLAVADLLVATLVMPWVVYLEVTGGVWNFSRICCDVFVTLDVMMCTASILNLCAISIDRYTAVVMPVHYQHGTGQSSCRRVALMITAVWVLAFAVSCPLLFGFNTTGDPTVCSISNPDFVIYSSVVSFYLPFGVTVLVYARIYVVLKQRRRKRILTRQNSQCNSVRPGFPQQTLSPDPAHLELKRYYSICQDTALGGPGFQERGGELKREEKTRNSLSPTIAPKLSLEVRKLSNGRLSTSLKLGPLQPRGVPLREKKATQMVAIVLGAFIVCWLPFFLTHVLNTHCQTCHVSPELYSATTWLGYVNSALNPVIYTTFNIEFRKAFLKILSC
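Cells at 1500/well, incubated overnight, then treated with pinned compounds (dopamine as control) for 90 min at 37 degrees C. DiscoveRx reagent added for 30 - 60 minutes at room temperature; luminescence read.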
EPAC2 agonist – activates human EPAC2 exchange factor; EPAC2 activation, biochemical qHTS; response scale: 100% = 6.5 mM cAMP response; Q8WZA2; AID 720711; Potency, µM (titrated, usually from 154 µM), inactives show at the highest dose activation, usual class: activators; hit rate 0.079% among 360,000; also: potency is read from the fitted curve at half-maximal effect; nearly all actives have a fitted effect of over 50% in size
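Exchange assay: 100 nM EPAC2 with 250 nM Rap1B-BODIPY-GDP and 50 uM GDP. Fluorescence (ex 480/em 540 nm) read every 5 min for 30 min at room temperature. Data normalized to 6.5 mM cAMP as agonist control.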
EPAC2 antag – blocks human EPAC2 exchange factor; Q8WZA2; EPAC2 GEF exchange of Rap1B-BODIPY-GDP, fluorescence; Potency, µM (series often up to 114 µM), without a hit: at the highest dose activity, negative = inhibition, hits mostly inhibitors; hit rate 0.18% among 360,000; AID 720708; also: potency is read from the fitted curve at half-maximal effect; % is scaled to controls: 0 for no effect and ±100 for the full control effect; nearly all actives have a fitted effect of over 45% in size; many of its hits are not listed in these tables
Abeta rescue – restores growth of yeast expressing A-beta42 peptide. Potency, µM (top dose mostly 46.1 µM), for inactives: top-dose growth rescue, actives largely listed as activators. hit rate 0.063% among 410,000. yeast expressing A-beta42, growth rescue, OD600, 48 h; response scale: 0% DMSO, 100% iron-clioquinol control. AID 1347071; also: potency is read from the fitted curve at half-maximal effect; nearly all actives have a fitted effect of over 55% in size
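Yeast growth medium received pinned compounds, then yeast cells expressing toxic A-beta were added; plates incubated at 30 C for 48 hr. Growth read as absorbance at 600 nm, normalized to DMSO and equimolar FeCl3 plus clioquinol controls.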
D3 antag – antagonists of human D3 dopamine receptor. D3R cells, DiscoveRx beta-arrestin luminescence, antagonist mode; hits give low values. max response, negative = inhibition, %. hit rate 2.5% among 360,000; in the data active = max response below about -50%; inconclusive = no clear call, values can overlap the other calls; also: % is scaled to controls: 0 for no effect and ±100 for the full control effect; mostly tested at two doses, the higher about 12 µM
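Cells plated overnight at 1500 cells/well, then exposed to library compounds with dopamine controls for 90 minutes at 37 degrees C. DiscoveRx reagent added for 30–60 minutes at room temperature; luminescence read, quantitative HTS format.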
FUS yeast rescue – FUS proteinopathy suppression in yeast; S. cerevisiae FUS-expressing, growth rescue, OD600, 24 h; Potency, µM (series often up to 76.6 µM), without a hit: at the top dose growth rescue (activation), hits mostly activators; hit rate 0.24% among 390,000; AID 1347120;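 also: potency is read from the fitted curve at half-maximal effect; plate controls were DMSO vehicle for no effect and reference control for full effect; nearly all actives have a fitted effect of over 55% in size; some results filed as inactive show a strong effect at the top dose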
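Toxicity suppression screen in FUS-yeast. Cells induced with 2% galactose, starting OD 0.005, treated 24hr at 30C with compounds at multiple final concentrations; growth by OD600.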
* marks the source's active call; other numbers are inactive results; u = inconclusive; x = no result given; [ ] = another dose, or the depositor's remark. Unless noted, calls follow the shape of the dose curve; as a rule, active = well fitted curve in the direction sought with a large enough effect; inconclusive = small, poorly fitted or top-dose-only effect, or another doubt; inactive = no such curve, though single readings can be large; an effect the other way counts as inactive or inconclusive.

SMILES	TDP43 rescue	aSyn yeast inh	DRD3 agonist	EPAC2 agonist	EPAC2 antag	Abeta rescue	D3 antag	FUS yeast rescue
Cc1ccc(C)c(NC(=O)c2cnccn2)c1	u	-2.4%	3.9	7.7%	5.2%	23.0%	12.0	-10.3%
Cc1ccc(NC(=O)C2CC(=O)NC(N3CCc4ccccc43)=N2)cc1 (stereo not given)	-21.4%	-2.0%	2.5	2.4%	14.1%	-16.6%	-28.7	u
CCN(CC)c1nc(OCCNC(=O)Nc2ccccc2)nc(N(CC)CC)n1	9.9%	4.6%	12.4	-81.6%[inhibitor]	-14.0%	-12.1%	1.8	33.0%
COc1ccccc1N1CCN(c2ccc(NC(=O)c3ccc(C)cc3)cc2C(=O)O)CC1	0.6%[9.22 µM]	x	-2.1	x	x	-16.6%	x	-4.9%
CCOC(=O)c1ccc(NC(=O)CSc2nccn2-c2cc(C)cc(C)c2)cc1	14.7%	-2.3%	-13.1	x	x	-6.7%	x	1.0%
O=C(O)c1ccc2c3c(cccc13)C(=O)N(c1ccccc1)C2=O	-7.7%	-12.5%	12.5	6.5%	6.0%	3.9%	-10.5	21.3%
C=CCSc1nnc(-c2ccccc2N=Cc2c(C)[nH]n(-c3ccccc3)c2=O)c(=O)[nH]1	-2.2%	-0.4%	1.1	-3.4%	-13.0%	3.9%	19.1	36.4%
Cc1cccc(/C=N/n2c(C)nnc2C)c1	-15.9%	-0.5%	-11.0	10.4%	0.7%	15.4%	-12.3	8.6%
CC(=O)N1c2ccccc2S(=O)(=O)c2ccccc21	5.0%	-5.1%	14.8	5.5%	-4.6%	0.1%	5.6	-17.1%
O=C1C(c2cc(=O)c3ccccc3[nH]2)=C(O)c2ccccc21	-9.5%[0.397 µM]	-20.9%	1.0	-1.4%	-17.6%	-19.2%	-11.6	14.0%
O=C1CC(N2CCN(c3ccc(F)cc3)CC2)C(=O)N1c1ccc(F)cc1 (stereo not given)	u	23.3%	2.1	10.5%	2.9%	10.3%	1.7	-10.8%
O=C(c1cc2c(=O)n3ccccc3nc2s1)N1CCN(Cc2ccc3c(c2)OCO3)CC1	1.9%	5.7%	2.6	10.4%	0.9%	-2.6%	10.6	8.6%
COc1ccc(OCCC(=O)N2CCOCC2)cc1	5.1%	-3.1%	-0.3	25.0%	-4.3%	-6.4%	5.9	13.3%
COc1ccccc1NC(=O)Nc1ccc(CC#N)cc1	13.5%	0.6%	-3.5	3.0%	0.1%	7.8%	9.9	14.5%
Cc1nn(Cc2ccccc2)c(C)c1/C=N/NC(=O)c1cccnc1	21.8%	-0.2%	3.2	1.0%	2.6%	-5.4%	-0.2	-34.4%

4 entries from above in another layout.
Cc1ccc(C)c(NC(=O)c2cnccn2)c1
  TDP43 rescue: u | aSyn yeast inh: -2.4% | DRD3 agonist: 3.9 | EPAC2 agonist: 7.7% | EPAC2 antag: 5.2% | Abeta rescue: 23.0% | D3 antag: 12.0 | FUS yeast rescue: -10.3%
Cc1ccc(NC(=O)C2CC(=O)NC(N3CCc4ccccc43)=N2)cc1 (stereo not given)
  TDP43 rescue: -21.4% | aSyn yeast inh: -2.0% | DRD3 agonist: 2.5 | EPAC2 agonist: 2.4% | EPAC2 antag: 14.1% | Abeta rescue: -16.6% | D3 antag: -28.7 | FUS yeast rescue: u
CCN(CC)c1nc(OCCNC(=O)Nc2ccccc2)nc(N(CC)CC)n1
  TDP43 rescue: 9.9% | aSyn yeast inh: 4.6% | DRD3 agonist: 12.4 | EPAC2 agonist: -81.6%[inhibitor] | EPAC2 antag: -14.0% | Abeta rescue: -12.1% | D3 antag: 1.8 | FUS yeast rescue: 33.0%
COc1ccccc1N1CCN(c2ccc(NC(=O)c3ccc(C)cc3)cc2C(=O)O)CC1
  TDP43 rescue: 0.6%[9.22 µM] | aSyn yeast inh: x | DRD3 agonist: -2.1 | EPAC2 agonist: x | EPAC2 antag: x | Abeta rescue: -16.6% | D3 antag: x | FUS yeast rescue: -4.9%

Other results follow:
SMILES	TDP43 rescue	aSyn yeast inh	DRD3 agonist	EPAC2 agonist	EPAC2 antag	Abeta rescue	D3 antag	FUS yeast rescue
COc1c(F)c(F)c(C(=O)Nc2ccc(NC(=O)Cc3ccccc3)cc2)c(F)c1F	12.3%	-11.9%	5.7	1.9%	0.2%	-1.1%	1.8	-13.8%
CC(=O)c1cccc(NC(=O)N2CCCC2C(=O)NC2CCCC2)c1 (stereo not given)	14.4%	-4.6%	0.0	-5.1%	-4.1%	-10.5%	0.4	3.5%
Cc1sc2ncnc(SCC(=O)N3CCC(c4noc5ccc(F)cc45)CC3)c2c1C	u	-1.0%	9.0	-7.6%	0.4%	-12.1%	1.2	x
Cc1ccc(NC(=O)/C=C/c2ccc(S(=O)(=O)N3CCOCC3)cc2)cc1S(=O)(=O)N(C)C	-28.2%	0.4%	28.9	6.7%	0.8%	-4.7%	-110.7*	42.0%
CN(CC(=O)Nc1ccccc1Cl)C(=O)COC(=O)/C=C/c1ccc(C(F)(F)F)cc1	14.0%	8.7%	3.9	-3.3%	5.7%	0.5%	-2.8	1.2%
O=C1CCc2cc(NS(=O)(=O)c3ccc(F)cc3)cc3c2N1CCC3	14.2%	0.4%	3.2	-0.9%	6.6%	-3.9%	1.1	8.9%
COc1cc(NCC(=O)Nc2cccc(S(=O)(=O)N3CCCCC3)c2)cc(OC)c1OC	7.0%	5.4%	-1.5	-1.4%	-0.1%	13.7%	25.6	u
COc1ccc(NC(=S)NNC(=O)c2nnn(-c3ccccc3)c2C)cc1	0.0%	1.4%	-0.4	1.5%	11.2%	9.6%	-3.5	x
CN(c1ccc(C(=O)N2CCOCC2)cc1)S(=O)(=O)c1cccs1	-4.7%	-1.7%	1.9	5.5%	10.3%	-1.0%	5.7	0.6%
O=C(Cc1ccccc1F)OCN1C(=O)c2ccccc2C1=O	29.9%	5.0%	-3.0	6.5%	1.0%	8.3%	0.1	14.2%
O=C1CCN(S(=O)(=O)c2ccc(Cl)cc2)N1	12.3%	-1.0%	-3.7	7.4%	10.8%	-0.3%	12.3	32.6%
CCc1ccc(-n2nc(CO)c(C(=O)NCCc3ccccc3)n2)cc1	17.4%	x	5.3	x	x	-2.6%	x	-9.0%
Cn1nc(C(=O)NCC(=O)Nc2ccc(F)c(F)c2)ccc1=O	-3.6%	-3.8%	-4.5	7.0%	8.2%	-4.3%	-21.6	-28.5%
Cc1occc1-c1nnc(SCC(=O)NC2CCC(C)CC2)o1 (stereo not given)	26.5%	7.7%	-6.4	-0.9%	15.5%	-11.8%	-16.1	-0.3%
O=c1[nH]c(CSc2ncc(C(F)(F)F)cc2Cl)nc2ccccc12	6.3%	0.6%	4.3	-6.6%	-11.6%	5.1%	-3.3	17.0%
CC(CNS(=O)(=O)c1cc(Cl)ccc1Cl)CN(C)C (stereo not given)	13.3%	0.1%	-2.1	-1.8%	-1.7%	9.9%	-0.3	0.2%
CS/C(=N\S(=O)(=O)c1ccc(N)cc1)NS(=O)(=O)c1cccs1	-21.5%	3.2%	1.8	6.4%	0.4%	-5.5%	55.2	7.0%
COc1ccc(NC(=O)c2cnc(SCC(=O)NCCc3ccccc3)n(C)c2=O)cc1	8.4%	1.2%	-5.1	-1.2%	12.0%	9.9%	-3.2	-20.0%
COCCCN1C(=O)C(CC(=O)NC2CCCC2)CC(C(=O)N2CCOCC2)=C1C (stereo not given)	u	u	-6.3	5.0%	-11.4%	3.8%	23.0	-23.2%
O=[N+]([O-])c1ccc(CCNc2cccc3ccccc23)c([N+](=O)[O-])c1	1.6%	-8.1%	-20.6	0.2%	12.5%	-23.0%	-13.9	25.1%
CCOC(=O)Cn1c(C)nc2c(C(=O)OCC)sc(C)c2c1=O	0.6%	9.4%	4.9	13.2%	-2.1%	-3.5%	4.8	-12.8%
O=C(NC(=S)NCc1ccco1)c1ccc([N+](=O)[O-])cc1	u	-2.6%	0.7	5.9%	-8.6%	-22.5%	-20.9	22.9%
Cc1cc(-c2nc3cccnc3s2)ccc1NS(=O)(=O)c1ccc2c(c1)OCCO2	1.2%	3.4%	1.8	26.1%	1.3%	6.7%	25.0	25.9%
CN(C)C(=O)c1cccc(-c2cnc3c(NC=O)cc(-c4ccccc4F)cn23)c1	-3.0%	2.2%	2.9	7.5%	-20.5%	-14.1%	59.9	18.4%
COc1ccccc1C(=O)OCc1c(F)cccc1Cl	17.7%	1.1%	-8.4	3.6%	-2.8%	0.7%	0.2	9.2%
Cc1[nH]c2ccccc2c1/C=C/C(=O)c1ccccc1	1.0%	-1.4%	-20.2	0.6%	14.8%	-16.7%	u	30.3%
CCOc1cccc(-c2nnc(SCC(=O)Nc3cc(C)ccc3OC)n2N)c1	-4.5%	0.8%	-0.6	8.6%	-2.0%	-22.3%	-10.1	-3.5%
CC(C)(C)C(=O)C1=C(O)C(=O)N(c2ccccc2)C1c1ccccc1 (stereo not given)	u	10.6%	2.6	-6.0%	-14.4%	-1.2%	2.7	-21.2%
NC(=O)CSc1nc2ccccc2c(=O)n1Cc1ccco1	11.5%	-1.4%	-3.2	10.4%	17.8%	-7.4%	13.3	18.9%
CCCCNC(=S)NNC(=O)c1csc(C(C)C)c1	0.6%	-1.2%	1.0	-5.8%	5.5%	8.5%	35.2	21.4%
COc1ccc(Oc2nc(-c3ccccc3)ncc2C(=O)O)cc1	-6.1%	0.3%	-1.8	-2.6%	-4.5%	0.1%	12.4	-6.0%
Cc1ccc(NC(=O)CN(C)CC(=O)Nc2ccc3c(c2)OCO3)cc1	16.5%	-7.6%	-6.9	7.7%	-0.2%	5.3%	4.9	-0.4%
O=C(Nc1cccc(S(=O)(=O)NC2=NCCC2)c1)c1ccccc1OC(F)F	2.2%	-4.6%	-11.4	8.1%	5.4%	-14.4%	-8.4	10.7%
C=C(C)CC1N(c2cccc(OC)c2)C(=O)C2C(C(=O)O)C3C=CC21O3 (stereo not given)	2.3%	1.4%	1.6	3.6%	-4.9%	11.1%	5.0	-13.7%
Cc1ccc(OCC(=O)NNC(=O)Cc2ccc(S(=O)(=O)N3CCOCC3)s2)cc1	-20.5%	-6.5%	-13.5	13.9%	4.2%	1.0%	-15.3	u
COc1cccc(C2CC(c3ccc(C)cc3)=NN2C(=O)c2ccccc2F)c1OC (stereo not given)	18.5%	24.9%	1.4	13.5%	8.2%	9.9%	12.8	u
Cc1ccc(C2NC(=O)c3ccccc3O2)cc1 (stereo not given)	u	4.3%	11.9	-1.2%	6.7%	4.1%	11.1	-21.5%

Not all compounds are listed; the hit share may differ from the screen's.
